Assay outcomes as filed in PubChem BioAssay.
KDM4E inh – qHTS Assay for Inhibitors of Human Jumonji Domain Containing 2E (JMJD2E); JMJD2E catalytic domain, FDH-coupled NADH fluorescence (FDH is formaldehyde dehydrogenase); Potency, µM (highest dose often 57.1 µM), for inactives: at the top dose activity change, negative = inhibition, usual class: inhibitors; 230,000 tested, 1.6% active; AID 2147, 2009; active = well fitted inhibition curve with a large enough effect, not every such curve was filed as active; inconclusive = small, poorly fitted or top-dose-only effect, or another doubt; inactive = no such curve, though single readings can be large or run the other way;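 also: 0% = wells with enzyme and -100% = buffer wells without enzyme; nearly all actives have a fitted effect of over 50% in size; many of its hits are not listed in these tables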
TexasRed fluor – Total Fluorescence Counterscreen for Inhibitors of the Interaction of Thyroid Hormone Receptor and Steroid Receptor Coregulator 2; Potency, µM (top dose mostly 106 µM), for the others: at the highest dose fluorescence change, negative = quenching; AID 1479, 2009; TRb/SRC2 Texas Red total fluorescence interference; 280,000 tested, 0.29% active; active = well fitted curve in either direction with a large enough effect; inconclusive = small, poorly fitted or top-dose-only effect; also: % is scaled to controls: 0 for no effect and ±100 for the full control effect
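Flags fluorescent or light-absorbing compounds by total fluorescence, S + 2P, at 555 nm excitation and 632 nm emission. Mixture: 20 nM Texas Red SRC2 peptide, 0.6 uM human TRb LBD, 1 uM T3, 5% DMSO; compound exposure 5 h at ambient temperature.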
TRb SRC2 PPI – qHTS for Inhibitors of the Interaction of Thyroid Hormone Receptor and Steroid Receptor Coregulator 2 | 280,000 tested, 0.065% active | Potency, µM (top dose mostly 106 µM), for inactives: at the highest dose activity change, negative = inhibition, actives largely listed as inhibitors | TRbeta-SRC2 peptide binding, fluorescence polarization; receptor liganded with 1 µM T3 | Thyroid hormone receptor beta (Homo sapiens), P10828;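 also: plate controls were bound peptide for no effect and peptide without receptor for full effect; nearly all actives have a fitted effect of over 50% in size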
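Binding of a 20-amino-acid Texas Red SRC2 peptide (20 nM) to TRb ligand-binding domain (0.6 uM) with agonist T3 at 1 uM was followed by fluorescence polarization after a 5 hr room-temperature incubation.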
RECQ1 helicase – qHTS Assay for Inhibitors of RecQ-Like Dna Helicase 1 (RECQ1). ATP-dependent DNA helicase Q1 (Homo sapiens), P46063. RECQ1 DNA unwinding, red fluorescence kinetic read. Potency, µM (doses to about 57.3 µM), for inactives: at the highest dose activity, negative = inhibition, most hits filed as inhibitors. 240,000 tested, 0.54% active;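 also: plate controls were vehicle for no effect and no enzyme for full effect; nearly all actives have a fitted effect of over 30% in size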
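RECQ1T1 50 nM; forked duplex (20 bp + 30-nt ss tails) 200 nM, ATP 2 mM final; pH 8.0, 2 mM MgCl2, 2.5 ug/ml poly(dI-dC); 15 min compound preincubation; discontinuous kinetic read over 2 h at RT.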
Lamin A splicing – qHTS Assay for Modulators of Lamin A Splicing; HeLa LMNA splicing GFP/RFP minigene ratio, 48 h; Potency, µM (top dose mostly 46.1 µM), inactives show at the highest dose ratio change, negative = inhibition, most hits filed as inhibitors; 200,000 tested, 0.01% active; active = well fitted inhibition curve with a large enough effect in the signal ratio, with a control signal flat, not every such curve was filed as active; inconclusive = small, poorly fitted or top-dose-only effect, or effect the other way, or a change in a side signal; the % refers to the signal ratio; also: % is scaled to controls: 0 for no effect and ±100 for the full control effect
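S3 HeLa stable clones carrying a lamin A-EGFP splicing minigene plus DsRed2 were seeded at 600 cells/well in Opti-MEM with 2% FBS, pin-dosed and incubated 48 h at 37°C. Acumen cytometry (488 nm) gave the GFP/RFP total-intensity ratio.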
ALDH1A1 inh – qHTS Assay for Inhibitors of Aldehyde Dehydrogenase 1 (ALDH1A1); 220,000 tested, 7.3% active; Purified ALDH1A1, NADH fluorescence, propionaldehyde substrate; Aldehyde dehydrogenase 1A1 (Homo sapiens), P00352; Potency, µM (highest dose often 75.3 µM), for the others: top-dose activity, negative = inhibition, usual class: inhibitors; active = well fitted inhibition curve with a large enough effect, not every such curve was filed as active; inconclusive = small, poorly fitted or top-dose-only effect, or another doubt; inactive = no such curve, though single readings can be large or run the other way;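 also: plate controls were no enzyme wells and a reference inhibitor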
Target sequence (P00352 whole entry, looked up): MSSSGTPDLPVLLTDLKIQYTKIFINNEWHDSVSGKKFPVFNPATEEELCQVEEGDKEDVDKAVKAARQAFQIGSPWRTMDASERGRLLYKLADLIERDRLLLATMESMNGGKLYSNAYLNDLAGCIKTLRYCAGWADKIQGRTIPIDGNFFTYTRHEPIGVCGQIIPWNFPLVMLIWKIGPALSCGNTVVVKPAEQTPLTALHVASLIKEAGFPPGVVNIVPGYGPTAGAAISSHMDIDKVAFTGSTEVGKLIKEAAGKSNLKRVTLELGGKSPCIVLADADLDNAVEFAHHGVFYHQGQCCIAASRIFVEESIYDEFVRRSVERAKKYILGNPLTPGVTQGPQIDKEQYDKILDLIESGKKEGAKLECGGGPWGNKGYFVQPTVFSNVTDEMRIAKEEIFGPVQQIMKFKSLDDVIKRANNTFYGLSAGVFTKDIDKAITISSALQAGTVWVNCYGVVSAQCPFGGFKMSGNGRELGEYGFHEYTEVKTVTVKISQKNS
GoLoco inh red – qHTS Assay for Inhibitors of RGS12 GoLoco Motif Activity (Red Fluorophore); Guanine nucleotide-binding protein G(i) subunit alpha-1 (Homo sapiens), P63096; Gai1:RGS12 GoLoco peptide FP, rhodamine, 10 min; Potency, µM (top dose mostly 61.6 µM), for the others: top-dose activity, negative = inhibition, hits mostly inhibitors; 230,000 tested, 0.44% active; AID 880, 2007; active = well fitted inhibition curve with a large enough effect, not every such curve was filed as active; inactive = no such curve, though single readings can be large or run the other way; also: % is scaled to controls: 0 for no effect and ±100 for the full control effect; nearly all actives have a fitted effect of over 30% in size; many of its hits are not listed in these tables
Target sequence (P63096 whole entry, looked up): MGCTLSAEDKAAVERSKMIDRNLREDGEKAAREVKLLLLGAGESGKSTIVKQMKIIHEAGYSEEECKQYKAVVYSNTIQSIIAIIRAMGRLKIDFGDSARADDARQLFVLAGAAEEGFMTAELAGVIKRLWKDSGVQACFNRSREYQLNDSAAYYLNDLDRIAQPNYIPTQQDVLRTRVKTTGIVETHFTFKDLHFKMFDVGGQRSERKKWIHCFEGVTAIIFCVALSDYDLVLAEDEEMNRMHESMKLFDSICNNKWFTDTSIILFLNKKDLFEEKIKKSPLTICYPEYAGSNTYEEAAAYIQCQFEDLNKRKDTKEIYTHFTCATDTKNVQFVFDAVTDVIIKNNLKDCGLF
SMN2 splice enh – qHTS Assay for Enhancers of SMN2 Splice Variant Expression; 210,000 tested, 2.8% active; HEK293 SMN2-luciferase splicing reporter, luminescence, 30-36 h; Potency, µM (series often up to 46.1 µM), without a hit: at the top dose activity change, positive = activation, most hits filed as activators; also: % of control where 0% means no effect; nearly all actives have a fitted effect of over 55% in size
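HEK293 cells carry an SMN2 minigene-luciferase reporter in which exon 7 inclusion puts luciferase in frame. Cells were seeded at 2000 cells/well, attached for 10-12 hours, then exposed to compounds for 30-36 hours at 37C before ONE-Glo luminescence.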
Numbers without * were called inactive; i = inactive; ? = inconclusive; . = not tested or not shown; & = joins results of further samples; [ ] = remark or other dose. Unless noted, calls follow the shape of the dose curve; as a rule, active = well fitted curve in the direction sought with a large enough effect; inconclusive = small, poorly fitted or top-dose-only effect, or another doubt; inactive = no such curve, though single readings can be large; an effect the other way counts as inactive or inconclusive. Potency is read from the fitted curve at half-maximal effect.

entry	structure	KDM4E inh	TexasRed fluor	TRb SRC2 PPI	RECQ1 helicase	Lamin A splicing	ALDH1A1 inh	GoLoco inh red	SMN2 splice enh
1	CCCN(CC1CC1)C(=O)CCc1nnc(C(OC)c2ccccc2)o1 (configuration not stated)	1%	-1%	-3%	-8%	?	-6%	4%	.
2	CC(C)C(=O)NC(=S)Nc1ccc(S(=O)(=O)N2CCN(C)CC2)cc1	11%	-1%[53 µM]	3%[53 µM]	-13%	9%	-1%	2%	12%
3	O=C(O)CCc1nc(-c2ccccc2)c(-c2ccccc2)o1	?	-1%	8%	7%	?	-2%[13.5 µM]	3%[14.2 µM]	-5%[9.22 µM]
4	CC(c1ccccc1)n1c(Cn2ncc3ccccc3c2=O)n[nH]c1=S (configuration not stated)	-4%	3%	-6%	i	.	-11%	-1%	-8%
5	COc1cc(/C=N/NC(N)=O)cc([N+](=O)[O-])c1O	-8%	-2%	-1%	i	-7%[46 µM]	4%	3%	-3%
6	Cc1ccc(C)c(OCCn2cc(/C=C(\C#N)C(=O)NCC3CCCO3)c3ccccc32)c1 (configuration not stated)	?	-3%	-6%	-14%	?	?	-2%	-17%
7	COC(=O)c1ccccc1NC(=O)c1cncc(Br)c1	-7%	-6%	-3%	i	15%	-13%	6%	0%
8	COc1ccc(/C=C(/NC(=O)c2ccccc2)C(=O)N/N=C/c2ccncc2)cc1	-28%	?	3%	-5%	-17%	?	-11%	-9%
9	COc1cccc(S(=O)(=O)Nc2cccnc2)c1	0%	-3%	-12%	-2%	-11%	6%	-3%	0%
10	O=C(O)CCC(=O)N1CCc2cc(S(=O)(=O)NC3CCCc4ccccc43)ccc21 (configuration not stated)	-20%	-1%	-1%	-13%	3%	?	.	.
11	COc1cc(O)c(C(CCN2CCCCC2)c2ccc3c(c2)OCO3)c(OC)c1 (configuration not stated)	?	1%&3%	-2%&-4%	i	.	.	6%	.
12	CN(Cc1cccnc1)C(=O)c1cc(COc2ccc3ncccc3c2)on1	-10%	3%	-5%	-4%	.	-5%	5%	.
13	Cc1nccnc1Sc1ccccc1	1%	-3%	-4%	-5%	.	.	7%	.
14	CNC1=C(N(C(C)=O)c2ccc(Br)cc2)C(=O)c2ccccc2C1=O	?	-5%	-22%	9%	?	1%	8%	-84%[inhibitor]
15	COC(=O)[C@@]1(Cc2ccccc2)[C@H]2c3cc(C(=O)N4CCCC4)n(Cc4cc(F)cc5c4OCOC5)c3C[C@H]2CN1C(=O)c1ccccc1	-4%	0%	-3%	-23%	.	1%	12%	-36%[inhibitor]
16	O=C(OCc1nc2ccccc2s1)c1ccc(Br)s1	5%	-2%	-1%	i	9%	-4%	20%	-14%
17	COc1ccccc1CC(=O)NCc1nn(-c2ccccc2)nc1C	6%	-7%	-7%	-8%	.	.	5%	.
18	Clc1ccc(C2=CSC3=NCCN23)cc1Cl	-3%	-8%	2%	-4%	?	2%	12%	-16%
19	O=C(CCc1nc2ccccc2c(=O)[nH]1)Nc1ccc(Cl)c(Cl)c1	-12%	1%	3%	-2%	0%	1%	23%	-4%
20	COc1ccc(C(=O)Nc2ccccc2C(=O)NC(Cc2ccc(O)cc2)C(=O)NNC(=O)c2ccccc2Cl)cc1 (configuration not stated)	?	-16%	8%	-3%	-7%	5%	14%	-11%
21	O=C(COc1ccc(Br)cc1Br)NC(=S)N1CCCc2ccccc21	-20%	-4%	-3%	-6%	2%	11µM*	-1%	3%
22	CCN1/C(=C/c2cc[n+](C)cc2)C=Cc2cc(C)ccc21	?	-4%	2%	21%	?	?	53%[activator]	-76%[inhibitor]
23	Cc1nnc(NC(=O)CSc2nccn2C)s1	-6%	2%	5%	-3%	-6%	1%	8%	2%
24	CC(=O)NC1=NN(C(C)=O)C(C)(c2ccccn2)S1 (configuration not stated)	14%	0%	-6%	-6%	5%[46 µM]	2%	-2%	.
25	Cc1cc(C)cc(N(CC(=O)NCc2ccco2)S(=O)(=O)c2c(C)noc2C)c1	2%	-5%	4%	-11%	-11%	7%	7%	8%
26	CCN(CC)C(=O)N1CCC(NC(=O)c2ccccc2)CC1	2%	0%	0%	i	11%	2%	-1%	-7%
27	O=C(COc1ccc2ccccc2c1)N/N=C/C1CC=CCC1 (configuration not stated)	-2%	0%	-4%	-7%	-1%	-3%	7%	-8%
28	CC12CC(c3ccccc3O1)C(/C(N)=N/NC(=O)c1ccc(F)cc1)C(=O)N2 (configuration not stated)	-16%	0%	2%	i	?	-8%	8%	-6%
29	COc1ccc(Br)cc1C(=O)Nc1cccc(C)c1C	?	0%	4%	2%	2%	-13%	-1%	21%
30	Cc1ccc(CN2CCN(Cc3ccc(-n4cccn4)cc3)CC2CCO)cc1 (configuration not stated)	-2%	-7%	3%	-2%	.	15%	10%	.
31	CCC(C)NC(=O)CC(NS(=O)(=O)c1ccc(NC(C)=O)cc1)C(C)C (configuration not stated)	4%	0%	0%	i	5%[46 µM]	15%	3%	-8%
32	CC(=O)c1cccc(N(CC(=O)NCC2CCCO2)C(=O)CCC(=O)Nc2cc(C)on2)c1 (configuration not stated)	-6%	0%	0%	-12%	?	-9%	-11%	-28%
33	COc1ccc(/C=N/NS(=O)(=O)c2ccc(C)cc2)cc1OC(=O)c1ccccc1	1%	-1%	3%	-13%	?	?	-5%	-2%
34	COc1ccc2[nH]c3c(NCCN(C(C)C)C(C)C)ncnc3c2c1	?	-4%	4%	-4%	9%	?	-19%	7%
35	Cc1oc(-c2ccccc2)nc1Cn1cccc1C1=NC(c2ccccc2)CO1 (configuration not stated)	-3%	-1%	1%	-1%	11%[0.0737 µM]	2%	6%	-55%[inhibitor]
36	COc1ccc(N2CCN(S(=O)(=O)/C=C/c3ccccc3)CC2)cc1	3%	-5%	-12%	-14%	-9%	-6%	-5%	-16%
37	O=C(Nc1cccc(C(F)(F)F)c1)NC1CCCCC1	7%	3%	2%	2%	-21%	8%	-6%	-4%
38	COc1ccc(CCNc2ccc(C(CC(N)=O)NC(=O)c3ccc(Br)cc3)cc2[N+](=O)[O-])cc1 (configuration not stated)	-9%	-1%	0%	9%	.	.	8%	.
39	COc1cc(-c2nc(N)n[nH]2)cc(OC)c1OC	?	-5%	-9%	i	9%	-6%	2%	4%
40	O=C(CN1C(=O)C2C3C=CC(C4CC34)C2C1=O)NCc1ccco1 (configuration not stated)	-4%	-1%	-3%	i	.	-9%	9%	3%
41	COc1ccc([N+](=O)[O-])cc1NC(=O)c1ccc(N(Cc2ccccc2Cl)S(C)(=O)=O)cc1	5%	6%	-8%	-5%	-4%	-4%	12%	-18%
42	O=C(CCN1CCOCC1)N/N=C/c1cc([N+](=O)[O-])ccc1OC(F)F	0%	2%	2%	-8%	-22%[46 µM]	9%	-8%	-2%
43	CC1(C)CC2(CC(c3ccccc3)Oc3cc(O)ccc32)NC(=O)N1 (configuration not stated)	2%	1%	0%	i	-2%[46 µM]	0%	-7%	.
44	CCC(=O)Nc1cccc(C(=O)Nc2nccs2)c1	17%	-3%	0%	i	.	8%	16%	.
45	O=[N+]([O-])C(=C1Nc2ccccc2N1)/C(Cl)=C(/Cl)Br	?	-3%	-2%	i	4%	24µM*	61%[activator]	2%
46	CC(C)(C)c1ccc(/C=N/Nc2cccc(C(=O)O)c2)cc1	-15%	-2%	-1%	i	-4%[46 µM]	-2%	-7%	0.1µM*
47	COc1ccc(C)cc1NC(=O)c1ccc([N+](=O)[O-])cc1[N+](=O)[O-]	8%	-1%	-11%	-1%	-14%[46 µM]	11%	3%	.
48	CN1CCN(c2nc3c(c(=O)n(C)c(=O)n3C)n2CCSc2nnnn2-c2ccccc2)CC1	1%	-1%	0%	1%	.	.	9%	.
49	CNC(=S)N1CCC(c2nc3ccccc3s2)CC1	0%	0%	3%	i	.	-1%	21%	-6%
50	CCCCc1nc2c(c3c1C[C@H](C)OC3)CN(S(=O)(=O)c1ccc(C)cc1)CC2	-1%[11.4 µM]	-5%[11.2 µM]	1%[11.2 µM]	2%[11.5 µM]	-6%[9.22 µM]	-8%[13.5 µM]	5%[14.2 µM]	-10%[9.22 µM]

Other structures follow.
entry	structure	KDM4E inh	TexasRed fluor	TRb SRC2 PPI	RECQ1 helicase	Lamin A splicing	ALDH1A1 inh	GoLoco inh red	SMN2 splice enh
51	CN(C)S(=O)(=O)c1cccc(NC(=O)COC(=O)/C=C/c2ccc([N+](=O)[O-])cc2)c1	-1%	-1%	-9%	-3%	15%[9.22 µM]	?	-10%	4%
52	Cc1cc(S(=O)(=O)Nc2cccc(Cl)c2)c(C)s1	-6%	-2%	3%	-7%	18%[9.22 µM]	-7%	0%	-5%
53	c1ccc(C(c2ccccc2)c2noc(CN3CCN(C4CCCC4)CC3)n2)cc1	2%	0%	1%	3%	8%[46 µM]	-12%	5%	.
54	O=C(Cn1c(=O)sc2ccccc21)NCc1ccccn1	0%	1%	2%	i	-8%	3%	1%	11µM*
55	CN1CC(C(=O)O)Cc2c1ccc1ccccc21 (configuration not stated)	?	1%	-3%	22%	.	?	-9%	.
56	O=C1c2ccccc2C(=O)C1c1ccccn1	4%	-4%	1%	-1%	11%[46 µM]	?	12%	.
57	CCn1c(=S)sc2c(=O)n(-c3ccccc3)c(SCC(=O)NCc3ccco3)nc21	-2%	-1%	-2%	-5%	-1%	7%	.	.

The list is partial; rates above refer to the full screens.
